# Tn6 DDE FP = DD(E)-Tn6 binding inhibition, primary FP screen. Fibrin DD(E) TRITC-Tn6 fluorescence polarization displacement. inhibition, % at 8.3 µM. 370,000 tested, 0.21% active. AID 720509;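 active = inhibition above a per-campaign cutoff: mean of compounds within control limits plus 3 SD, cut at about 15% in these data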;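 also: 0% = median of all compound wells on the plate and 100% = blocking peptide control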
# UHRF1 MBD2 ctr = blocks human UHRF1 binding to methylated DNA. Q96T88. inhibition, % at 4.4 µM. 370,000 tested, 0.75% active. UHRF1 binding to methylated oligo, TR-FRET; in the data active = inhibition above about 21%;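 also: UHRF1 SRA domain binding a hemimethylated CpG hairpin DNA probe; 0% = median of test compound wells and 100% = reference inhibitor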
# TCR-CD3 inh = blocks the human TCR-CD3 interaction. 360,000 tested, 0.37% active. inhibition, % at 9.4 µM. TAMRA-labeled TCR probe fluorescence, biochemical; in the data active = inhibition above about 19%;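 also: recombinant mutant TCR 2C K166C tagged with TAMRA read by polarization; 0% = receptor in buffer alone and 100% = receptor with positive control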
# DDE Tn7 FP inh = disrupts Tn7 cyclic peptide binding to fibrin D-Dimer-E complex; FP displacement of FITC-Tn7 peptide from fibrin DD(E); 0% = median of compound wells per plate; inhibition, % at 8.3 µM; 370,000 tested, 0.13% active; P02675; AID 720508;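 active = inhibition above the mean of compounds falling within the control limits plus 3 SD of them, cut at about 14% in these data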;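 also: 0% = plate median of compound wells and 100% = 10 µM Aha-Tn7 peptide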
#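 Assay system: Human fibrin DD(E) protein | Medium: Tris buffer with calcium and detergent, pH 7.8 | Reagent: 0.1 µM fluorescent Tn7 | Compound dosing: Single point at 8.3 µM | Times: 10 min preincubation, 3 h with tracer, room temperature | Detection: Fluorescence polarization of the labelled Tn7 tracer | Controls: Aha-Tn7 high control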
# MBD2 DNA inh = inhibitors of human MBD2 binding to methylated oligonucleotide; Q9UBB5; inhibition, % at 4.4 µM; TR-FRET; 370,000 tested, 0.31% active; AID 686964; in the data active = inhibition above about 13%
# LEDGF integ inh = blocks HIV-1 LEDGF/p75-dependent DNA integration | TR-FRET IN-LEDGF/p75 DNA integration, Eu/Cy5 | inhibition, % at 3.7 µM | 370,000 tested, 0.64% active;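 active = inhibition above the screen-wide mean plus 3 SD, cut at about 13% in these data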;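 also: signal is the Cy5 over europium emission ratio at 671 and 618 nm; 0% = plate median of compound wells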
# TDP2 absorb = TDP2 (human) inhibition, absorbance primary screen | O95551 | recombinant TDP2, T5PNP hydrolysis, p-nitrophenol absorbance 415 nm | inhibition, % at 12.8 µM | 370,000 tested, 0.34% active | AID 720702;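 active = inhibition above the mean of all tested compounds plus 3 SD, set per campaign, cut at about 25% in these data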;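 also: 0% = DMSO with enzyme and 100% = buffer with substrate but no TDP2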
# Target sequence (O95551 whole entry, looked up): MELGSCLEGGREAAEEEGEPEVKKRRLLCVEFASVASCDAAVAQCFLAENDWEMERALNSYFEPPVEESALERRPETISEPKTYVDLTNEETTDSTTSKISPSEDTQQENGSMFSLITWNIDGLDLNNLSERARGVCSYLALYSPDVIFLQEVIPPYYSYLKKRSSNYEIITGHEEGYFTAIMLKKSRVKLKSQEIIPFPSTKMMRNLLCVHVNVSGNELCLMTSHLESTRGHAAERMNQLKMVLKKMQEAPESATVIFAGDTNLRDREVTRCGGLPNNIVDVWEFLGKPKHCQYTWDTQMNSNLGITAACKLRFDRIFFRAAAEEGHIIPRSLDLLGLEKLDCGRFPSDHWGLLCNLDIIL
#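 Incubation: 2 h at 37 °C; Test system: recombinant human TDP2; Quantity: enzyme 120 nM; Read-out basis: percent inhibition; Medium: 50 mM Tris-HCl pH 7.5 with Mg2+, KCl, DTT, BSA; Repeats: single replicate; Compound: 12.8 µM single point, 1% DMSO; Signal: epi absorbance; Reagent: 5 mM T5PNP chromogenic substrate; Benchmarks: no-enzyme high, DMSO-plus-enzyme low.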
# PRMT1 inh = inhibitors of human PRMT1. AID 652257. 370,000 tested, 1.3% active. Q99873. inhibition, % at 2.79 µM. recombinant PRMT1, activity-based probe fluorescence polarization;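 active = inhibition above about 21% made by adding two undisclosed values, limit read from the data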
# Target sequence (Q99873 whole entry, looked up): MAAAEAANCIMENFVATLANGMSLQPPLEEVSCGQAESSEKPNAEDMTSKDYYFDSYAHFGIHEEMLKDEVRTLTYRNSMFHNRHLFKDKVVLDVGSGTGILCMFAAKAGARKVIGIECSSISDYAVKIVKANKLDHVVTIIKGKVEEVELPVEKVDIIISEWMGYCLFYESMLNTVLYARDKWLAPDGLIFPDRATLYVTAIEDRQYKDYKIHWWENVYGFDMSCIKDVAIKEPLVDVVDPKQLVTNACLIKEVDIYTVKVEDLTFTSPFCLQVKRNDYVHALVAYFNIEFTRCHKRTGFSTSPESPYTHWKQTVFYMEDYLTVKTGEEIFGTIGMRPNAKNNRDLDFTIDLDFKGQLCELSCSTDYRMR
# SIAE primary = blocks human sialic acid acetylesterase. Q9HAT2. SIAE FP-Rh probe binding, fluorescence polarization. inhibition, % at 9.66 µM. 370,000 tested, 0.69% active;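 active = inhibition above a cutoff: mean of compounds within the control limits plus 3 SD of those, cut at about 17% in these data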;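 also: 0% = plate median of compound wells and 100% = probe without SIAE protein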
# KLK7 zymogen act = activates the human kallikrein-7 zymogen; AID 652039; 370,000 tested, 0.9% active; purified proKLK7, EDANS-DABCYL substrate fluorescence; 100% is mature enzyme control, 0% vehicle; activation, % at 7 µM; P49862;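 active = activation above the mean of all tested compounds plus 3 SD, computed per campaign excluding outliers beyond control limits, cut at about 13% in these data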
# Target sequence (P49862 whole entry, looked up): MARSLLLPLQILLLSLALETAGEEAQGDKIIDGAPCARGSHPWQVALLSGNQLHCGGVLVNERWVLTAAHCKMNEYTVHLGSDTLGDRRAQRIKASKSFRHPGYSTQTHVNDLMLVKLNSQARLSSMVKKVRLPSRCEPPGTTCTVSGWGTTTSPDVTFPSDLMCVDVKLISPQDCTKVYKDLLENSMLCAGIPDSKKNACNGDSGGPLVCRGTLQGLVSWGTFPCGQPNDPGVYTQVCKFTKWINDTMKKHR
# * marks the source's active call; other numbers are inactive results; . = no result given.
SMILES,Tn6 DDE FP,UHRF1 MBD2 ctr,TCR-CD3 inh,DDE Tn7 FP inh,MBD2 DNA inh,LEDGF integ inh,TDP2 absorb,PRMT1 inh,SIAE primary,KLK7 zymogen act
O=c1n(Cc2ccc(Cl)cc2)c2sc3c(c2c2ncnn12)CCCC3,1.4,-0.4,0.2,-1.3,-6.0,1.6,0.3,-4.8,-3.2,0.6
Cn1cnc(C(=O)NC2CCN(C(=O)OC(C)(C)C)CC2)c1C(=O)NC1CCN(C(=O)OC(C)(C)C)CC1,3.6,-0.6,-7.0,-3.9,-5.2,-0.7,7.4,0.8,1.1,-1.3
COC(=O)C(C)n1cnc2c(nnn2-c2cccc(OC)c2)c1=O (configuration not stated),-3.5,-1.3,0.7,6.7,0.3,3.3,0.9,4.8,-1.2,-0.9
Cn1c(=O)n(Cc2ccc(F)cc2)c(=O)c2c1nc1n2CCCN1Cc1ccccc1,-3.7,0.3,2.4,-6.1,5.4,3.6,0.2,2.7,6.9,0.1
COc1cc(C(=O)NCCC2=CCCCC2)ccc1OC1CCN(C(C)=O)CC1,-3.0,-2.9,-1.4,3.5,-5.4,2.9,-6.2,-5.3,19.3*,-0.3
Cc1c(C(=O)NCCO)sc2nc3n(c(=O)c12)CCC3,-0.4,0.6,2.7,5.3,1.6,1.1,-2.6,-4.0,-7.2,-0.2
N#CCCN(Cc1cccnc1)C(=S)Nc1ccccc1Cl,1.4,3.0,-3.0,10.8,1.9,-4.7,-7.5,3.7,-4.3,0.2
CCOc1ccc2cc(C3CC(c4ccco4)=NN3S(C)(=O)=O)c(=O)[nH]c2c1 (configuration not stated),2.9,-0.6,5.7,-9.0,1.6,-0.6,-0.3,9.3,2.4,1.1
O=C(CSc1nnc(-c2ccccc2F)n1-c1ccccc1)c1ccc2ccccc2c1,-5.1,3.5,.,2.8,0.4,-3.4,2.6,-0.8,3.8,-1.7
CCn1c2ccccc2c2cc(NC(=O)CCCN3C(=O)CCC3=O)ccc21,-1.1,-2.8,10.3,2.8,2.4,-2.4,-1.2,-1.1,3.0,0.1
CCOc1ccc(C(=O)OCC(=O)NC2CCCCCCC2)cc1,7.9,-2.5,5.6,4.1,0.5,3.4,-12.3,-1.1,-2.7,0.5
Cc1cccc(C(=O)OC(C)CN2C(C)CCCC2C)c1 (configuration not stated),-0.9,0.0,3.0,-0.3,0.0,-0.8,-0.5,-2.1,-0.3,-0.5
COc1ccc(C(=O)c2ccc([N+](=O)[O-])cc2Cl)cc1,-0.1,-0.4,2.2,2.0,2.7,-2.1,5.3,-2.5,-2.3,-0.2
COC(=O)c1ccc(NC(=O)COC(=O)C2CC(=O)N(Cc3ccccc3)C2)cc1 (configuration not stated),-0.5,0.8,5.4,2.3,-4.1,4.6,6.0,-3.0,1.0,0.4
COc1ccc(-c2noc(CCC(=O)N3CCN(c4cccc(C)c4)CC3)n2)cc1,4.1,0.0,4.3,2.6,0.8,-1.9,0.6,4.9,-4.2,-0.6
Cc1cn2c(-c3cccnc3)nnc2s1,-0.5,-2.3,-2.4,-0.8,1.6,3.9,0.1,-1.2,-0.1,0.1
S=C(Nc1ccc(Br)cc1Cl)N1CCCC1,3.0,0.1,-1.0,-0.1,-1.6,-0.2,-0.4,-2.1,1.2,0.0
CCOC(=O)C1CCN(C(=O)c2ccc3c(SCC(=O)O)c4c(nc3c2)CCCC4)CC1,-1.6,-1.8,1.2,-2.8,1.4,-3.6,7.1,-0.1,4.7,0.6
Cc1ccc(N=C2N=C(N)c3ccccc32)cc1C,4.8,-0.4,2.6,-4.0,-6.9,-0.4,-7.9,-1.9,2.5,0.0
CCC1CCCCN1CCCNC(=O)Cn1ncc2c(C)n(Cc3ccccc3Cl)c(C)c2c1=O (configuration not stated),-0.1,0.7,-2.2,-4.5,2.1,1.0,-10.7,-2.4,-1.4,0.0
Cc1ccc(-c2noc(CN(C(=O)c3ccc4c(c3)OCO4)C(C)C)n2)cc1,2.5,0.5,4.4,-0.3,0.5,-3.3,3.2,-0.7,3.2,-0.5
N#Cc1cn(-c2ccccc2)nc1-c1cc2ccccc2oc1=O,3.5,6.6,4.4,4.9,-7.8,3.3,-10.1,-4.8,-15.7,1.0
Cc1oc2c(C)c3oc(=O)c(CCC(=O)N[C@@H](CC(C)C)C(=O)O)c(C)c3cc2c1C,-0.1,-0.7,-5.1,-7.6,-0.6,4.1,-13.3,0.2,4.0,12.5
O=C(/C=N/O)NCCCn1ccnc1,-6.5,-2.0,-1.1,10.7,3.0,-0.6,9.0,2.0,-0.5,-0.5
O=C(CSc1nnc(Cc2ccccc2)o1)c1ccc2c(c1)OCO2,0.4,3.6,-0.3,-6.2,-2.9,0.6,-10.4,-2.7,-10.1,-0.2
Cc1ccc(C(C(=O)NC2CCCC2)N(C(=O)c2csnn2)c2ccccc2)o1 (configuration not stated),-0.9,1.5,2.7,-3.2,-2.5,-0.3,7.2,2.7,-4.6,0.3
CCCC[C@@H]1Cc2[nH][nH]c(=O)c2[C@H](c2ccc(C(C)C)cc2)O1,1.8,-6.3,0.5,6.0,-2.2,-3.9,-5.2,0.1,4.4,-0.1
COC(=O)C1=C(C)N(C)C(=NCC2CC2)NC1c1ccc(Cl)cc1 (configuration not stated),1.6,15.8,1.3,7.5,5.7,-0.5,-2.4,0.2,10.6,0.1
O=C(c1cc([N+](=O)[O-])cc([N+](=O)[O-])c1)N1CCN(C(=O)c2ccco2)CC1,-6.3,-1.6,-4.5,-1.3,3.5,1.9,3.1,0.6,-2.4,0.4
COc1cccc(CNS(=O)(=O)c2csc(C(N)=O)c2)c1,9.1,0.1,2.9,-5.2,-0.5,-0.1,9.6,0.5,-1.3,0.5
COC(=O)N1C[C@H](Oc2cccc3ccccc23)[C@H]2C[C@@H]1c1ccccc1O2,-6.1,-0.8,6.3,1.4,0.6,3.2,-2.9,-0.2,-1.5,0.7
CC(Oc1ccc(Cl)cc1Cl)C(=O)NCCCCc1ccccc1 (configuration not stated),2.4,-1.5,5.0,-0.2,-4.3,0.3,-2.1,-1.8,-1.2,0.1
COc1ccc(Cl)cc1C=CC=Nc1ccccc1O,-5.2,-14.9,-2.3,7.2,-18.7,3.1,13.8,4.7,9.8,-21.4
CCN(CC)C(=O)C(=O)c1cc(C)n(-c2ccc(F)cc2)c1C,2.5,-1.8,6.6,0.9,0.5,1.5,-8.8,0.3,0.9,0.9
CCCCCCn1ccc(=N)cc1,-3.9,5.5,2.7,-1.5,-0.5,-2.1,-0.7,1.8,8.2,0.0
Cc1cc(C(=O)OCC(=O)Nc2ccccc2C#N)c(C)o1,-0.2,-2.4,-8.3,3.0,0.2,2.2,9.3,-1.3,4.0,1.0
CCC[C@@H]1C[C@@]1(CCC)[C@@H](NP(=O)(c1ccccc1)c1ccccc1)c1ccc(C(=O)OC)cc1,-3.5,3.2,-5.6,1.7,-1.4,2.2,-2.7,0.0,-16.0,0.3
O=[N+]([O-])c1ccc(Cl)c(S(=O)(=O)Nc2cccc(S(=O)(=O)NC3=NCCC3)c2)c1,1.9,0.4,-2.5,7.7,-0.1,2.1,10.0,17.3,4.9,-0.2
Cc1ccc(-c2n[nH]c(=S)n2/N=C\c2ccco2)cc1,3.7,-0.8,14.2,-0.4,0.7,-0.8,1.8,-3.0,3.1,-0.8
COc1ccc(NC(=O)CN(C)CC(=O)Nc2ccc(Cl)c(S(=O)(=O)N(C)C)c2)cc1,3.1,-3.5,-2.4,3.6,1.4,-4.8,-26.4,-2.0,-6.8,0.7
CCOc1cc(C)c(S(=O)(=O)NCCCn2ccnc2)cc1C,0.2,-0.1,-4.6,4.1,4.2,-1.3,0.5,5.2,3.6,-0.1
O=C(Nc1ccsc1C(=O)O)c1ccccc1,9.2,-1.0,3.1,-4.5,-0.7,-3.9,3.9,-1.8,-9.3,0.3
COc1cccc(Nc2cc(N3CCOCC3)c3nonc3c2[N+](=O)[O-])c1,-0.8,-3.8,3.7,-5.2,-3.2,1.9,-4.3,0.4,-5.6,-0.1
COc1ccc(NC(=O)C2CCCNC2)cc1OCC(C)C (configuration not stated),-8.2,5.5,-6.0,2.9,7.3,-1.3,-12.6,3.3,-6.2,-0.5
CCOC(=O)N1CCC(NCCNC(=O)c2cccs2)CC1,4.3,-3.0,2.3,1.2,-2.9,1.1,18.6,0.3,-3.2,0.3
COc1cc(O)cc(O)c1C(=O)/C=C/c1ccccc1,-8.0,2.9,-4.8,8.0,9.1,-2.1,5.8,4.7,-16.5,0.1
Fc1cccc(Cc2noc(CN3CCN(C4CCc5ccccc5C4)CC3)n2)c1 (configuration not stated),-1.1,-0.9,6.1,-7.6,-5.8,0.6,4.2,0.7,6.6,0.1
O=C(NCc1ccco1)c1cccnc1-c1nc2ccccc2s1,1.0,0.7,3.2,-1.4,5.8,1.8,4.7,41.6*,10.2,0.5
OC[C@@H]1[C@@H](c2ccc(F)cc2)C(c2cccc(Cl)c2)=NN1c1ccccc1,-0.4,0.2,3.4,1.1,1.9,-3.7,-4.5,1.5,2.2,-169.3
Cc1cccc(OCCCCCn2ccnc2)c1C,-2.8,-3.4,17.7,5.3,1.6,1.4,10.7,-0.7,2.1,0.3
CC(=O)Nc1ccc(NC(=O)CSc2nc3nc(C)cc(C)c3c(=O)[nH]2)cc1,5.5,2.8,-4.5,-1.9,5.5,-2.2,-3.7,0.4,-2.1,0.1
Cc1ccc(NC(=O)COC(=O)Cn2ccc(C(F)(F)F)n2)cc1Cl,9.1,-2.1,1.6,8.4,1.8,0.6,-2.3,-2.7,0.5,-0.4
Cc1cccc(CCNS(=O)(=O)c2ccc3c(c2)NC(=O)CO3)c1,-1.5,0.4,6.4,-5.5,-4.9,4.8,4.8,-0.3,1.3,0.1
O=C(CSc1nnc(COc2ccccc2F)n1-c1ccccc1)NC1CCS(=O)(=O)C1 (configuration not stated),8.3,-1.3,-2.2,6.6,-3.8,-1.6,-7.0,-0.4,1.9,0.3
CCOC(=O)C(=O)NCC(c1cccs1)S(=O)(=O)c1ccc(F)cc1 (configuration not stated),4.0,2.7,2.6,-1.6,3.8,0.7,11.4,-0.2,1.0,-0.1

# Part of the list above in order of count of non-hydrogen atoms, largest number first.
SMILES,Tn6 DDE FP,UHRF1 MBD2 ctr,TCR-CD3 inh,DDE Tn7 FP inh,MBD2 DNA inh,LEDGF integ inh,TDP2 absorb,PRMT1 inh,SIAE primary,KLK7 zymogen act
COC(=O)c1ccc(NC(=O)COC(=O)C2CC(=O)N(Cc3ccccc3)C2)cc1 (configuration not stated),-0.5,0.8,5.4,2.3,-4.1,4.6,6.0,-3.0,1.0,0.4
N#Cc1cn(-c2ccccc2)nc1-c1cc2ccccc2oc1=O,3.5,6.6,4.4,4.9,-7.8,3.3,-10.1,-4.8,-15.7,1.0
Cc1ccc(N=C2N=C(N)c3ccccc32)cc1C,4.8,-0.4,2.6,-4.0,-6.9,-0.4,-7.9,-1.9,2.5,0.0
